Screening results (PubChem BioAssay)
UHRF1 MBD2 ctr = UHRF1 methylated DNA binding inhibitors, primary screen, counter-screen for MBD2 inhibitor project, biochemical, TR-FRET, human UHRF1, single concentration. AID 687016, 2013. 370,000 tested, 0.75% active. inhibition, % at 4.4 µM. E3 ubiquitin-protein ligase UHRF1 (Homo sapiens), Q96T88. UHRF1 binding to methylated oligo; in the data active means inhibition above about 21%;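 further: UHRF1 SRA domain binding a hemimethylated CpG hairpin DNA probe; 0% = median of test compound wells and 100% = reference inhibitor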
HTRA1 inh = HTRA1 serine protease inhibitors, primary screen, biochemical, fluorescence polarization, HTS | recombinant HTRA1, FP-rhodamine activity-based probe | inhibition, % at 5.96 µM | 340,000 tested, 0.5% active | AID 504803, 2011 | Q92743; in the data active means inhibition above about 36%;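 further: 0% = enzyme with DMSO and 100% = wells lacking enzyme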
Target sequence (Q92743 whole entry, looked up): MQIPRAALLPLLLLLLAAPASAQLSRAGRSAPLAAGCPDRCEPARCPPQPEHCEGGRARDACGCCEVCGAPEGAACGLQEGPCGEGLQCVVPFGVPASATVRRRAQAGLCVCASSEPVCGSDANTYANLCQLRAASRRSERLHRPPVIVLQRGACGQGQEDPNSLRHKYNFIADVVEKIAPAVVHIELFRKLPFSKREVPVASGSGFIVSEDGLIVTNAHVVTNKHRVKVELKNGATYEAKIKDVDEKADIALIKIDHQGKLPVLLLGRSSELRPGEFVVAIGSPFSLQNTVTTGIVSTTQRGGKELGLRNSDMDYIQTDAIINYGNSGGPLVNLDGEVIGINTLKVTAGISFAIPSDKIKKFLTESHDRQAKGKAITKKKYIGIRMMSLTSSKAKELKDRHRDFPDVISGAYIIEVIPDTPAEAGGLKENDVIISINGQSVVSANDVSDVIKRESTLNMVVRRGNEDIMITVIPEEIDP
TCR-CD3 inh = inhibitors of human TCR-CD3 interaction, primary screen, biochemical, fluorescence, TAMRA-labeled TCR probe | AID 651800, 2012 | 360,000 tested, 0.37% active | T-cell receptor (TCR) | inhibition, % at 9.4 µM; in the data active means inhibition above about 19%;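 further: recombinant mutant TCR 2C K166C tagged with TAMRA read by polarization; 0% = receptor in buffer alone and 100% = receptor with positive control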
rCAG binder = binders of r(CAG) RNA repeats, primary screen, biochemical, fluorescence; r(CAG) RNA repeat, TO-PRO-1 dye displacement fluorescence; inhibition, % at 3 µM; 370,000 tested, 1.3% active; AID 651821, 2012;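 active means inhibition above the plate cutoff, the mean of all test compounds on that plate plus 3 SD, cut at about 35% in these data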;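 further: 0% = DMSO alone and 100% = 100 µM mitoxantrone as full dye displacement; higher means more dye released from RNA so lower well fluorescence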
NR1D1 modulator = modulators of Rev-erb alpha DNA binding, primary screen, biochemical, FITC-DNA, fluorescence polarization, uHTS; Nuclear receptor subfamily 1 group D member 1 (Homo sapiens), P20393; Rev-erbα–FITC-DNA binding, 90 min; activity, % at 10 µM; 370,000 tested, 0.79% active; AID 1259318, 2017;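 active means activity above about 14%, limit read from the data; passing the limit was not always enough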;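 further: 0% = DMSO wells with 35 nM protein and 100% = DMSO wells with 750 nM protein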
PRMT1 FP inh = PRMT1 methyltransferase inhibitors, primary screen, biochemical, fluorescence polarization; Protein arginine N-methyltransferase 1 (Homo sapiens), Q99873; recombinant PRMT1, activity-based probe fluorescence polarization; inhibition, % at 2.79 µM; 370,000 tested, 1.3% active; AID 652257, 2013;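 active means inhibition above about 21% made by adding two undisclosed values, limit read from the data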
Target sequence (Q99873 whole entry, looked up): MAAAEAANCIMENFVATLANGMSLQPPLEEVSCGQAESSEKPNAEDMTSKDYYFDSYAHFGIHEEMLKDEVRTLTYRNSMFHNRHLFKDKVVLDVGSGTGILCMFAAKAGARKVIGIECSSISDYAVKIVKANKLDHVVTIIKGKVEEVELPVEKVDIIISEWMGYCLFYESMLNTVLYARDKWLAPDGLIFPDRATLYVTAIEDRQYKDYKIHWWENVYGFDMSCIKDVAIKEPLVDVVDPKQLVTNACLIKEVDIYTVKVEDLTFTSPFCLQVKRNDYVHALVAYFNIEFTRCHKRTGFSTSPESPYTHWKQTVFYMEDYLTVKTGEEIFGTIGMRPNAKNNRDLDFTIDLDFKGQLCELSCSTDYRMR
LEDGF integ inh = blockers of LEDGF/p75-dependent integrase strand transfer – biochemical, TR-FRET, high throughput, primary screen | TR-FRET IN-LEDGF/p75 DNA integration, Eu/Cy5 | inhibition, % at 3.7 µM | AID 743269, 2014 | 370,000 tested, 0.64% active;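 active means inhibition above the screen-wide mean plus 3 SD, cut at about 13% in these data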;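 further: signal is the Cy5 over europium emission ratio at 671 and 618 nm; 0% = plate median of compound wells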
MBD2 inh = inhibitors of MBD2 binding to methylated DNA, primary screen, biochemical, TR-FRET, DNA-binding domain, human; MBD2 binding to methylated oligonucleotide; inhibition, % at 4.4 µM; AID 686964, 2013; 370,000 tested, 0.31% active; Methyl-CpG-binding domain protein 2 (Homo sapiens), Q9UBB5; in the data active means inhibition above about 13%
PG9 binder = binders of HIV-1 gp120 antibody PG9, primary screen, biochemical, TR-FRET; HIV-1 gp120 / PG9 antibody interaction; TR-FRET gp120-PG9 antibody binding; inhibition, % at 6.7 µM; 360,000 tested, 0.43% active; AID 624416, 2012; in the data active means inhibition above about 8.5%
mABHD4 FP = ABHD4 inhibitors, primary screen, biochemical, fluorescence polarization, mouse; (Lyso)-N-acylphosphatidylethanolamine lipase (Mus musculus), Q8VD66; purified mABHD4, FP-Rh probe fluorescence polarization; inhibition, % at 8.92 µM; 370,000 tested, 0.54% active;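 active means inhibition exceeding the mean over every tested compound plus 3 SD, cut at about 30% in these data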;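 further: 0% = plate median of compound wells and 100% = S159A mutant with DMSO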
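assay system = mABHD4 protein | compound dosing = single nominal dose of 8.92 µM, 0.89% DMSO final | read-out basis = percent inhibition of probe binding, normalized to plate controls | schedule = Enzyme–compound pre-incubation 45 min, then probe 60 min, both 25 °C | detection = fluorescence polarization, excitation 525 nm, emission 598 nm, BODIPY TMR filters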
Active calls of the source: *; nt = no result given; & = joins results of further samples.

SMILES	UHRF1 MBD2 ctr	HTRA1 inh	TCR-CD3 inh	rCAG binder	NR1D1 modulator	PRMT1 FP inh	LEDGF integ inh	MBD2 inh	PG9 binder	mABHD4 FP
CC(C)C(NC(=O)c1c(F)cccc1F)C(=O)NCC(c1ccccc1)N(C)C (stereo unspecified)	4	3	0	-4	-3	4	2	2	-2.8	-1
COc1ccc(NC(=O)CCOc2ccc(C)cc2)cc1S(=O)(=O)N1CCCCC1	0	-16	3	4	-1	0	0	0	1.4	-8
C=C1CC(C(=O)N/N=C/c2ccc(O)cc2)C1	0	4	-5	-3	2	7	-1	-1	-0.7	5
Cc1nn(-c2ccc(F)cc2)c(C)c1CN1CCN(CCc2ccccc2)C(CCO)C1 (stereo unspecified)	2	5	-5	-8	2	-2	1	-5	-0.9	1
Cc1c(C(=O)/C=C/N(C)C)nnn1-c1ccc(Cl)cc1Cl	-3	-25	-5	7	7	0	-3	0	0.2	-1
Cc1cc(C)c(S(=O)(=O)n2c([N+](=O)[O-])cnc2C)c(C)c1	-1	4	3	1	-3	-4	2	0	-3.4	10
CCOC(=O)Cc1csc(NC(=S)NC(=O)CC(C)C)n1	-2	-2	5	-6	2	0	-1	-2	-0.7	-3
COc1ccc(NC(=O)c2ccc(C(=O)Nc3ccc(OC)cc3OC)cc2)c(OC)c1	-1	0	5	1	-2	-2	1	1	0.1	2
N#CC1=C2SCCN2C(=O)C(C#N)C12CCCCC2 (stereo unspecified)	2	-7	-1	-2	-2	5	2	-1	-0.4	-3
Cc1ccc(-c2nn(-c3ccc(F)cc3)cc2C(=O)NCC(c2cccs2)N2CCOCC2)cc1 (stereo unspecified)	-2	-8	-1	-1	9	0	-2	2	-1.1	8
CCc1nc2c(OCC(=O)c3ccc(F)cc3)cccn2c1N(C)C(=O)C(C)C	-3	nt	1	2	3	3	-5	-2	-0.9	4
Cc1cc(C)c(S(=O)(=O)NCCc2cc3ccc(C)c(C)c3[nH]c2=O)c(C)c1	-2	3	-2	2	-1	-3	0	-1	-0.3	1
O=C(NCCN1CCOCC1)C(=O)NCc1ccc2c(c1)OCO2	4	-2	-7	3	-4	1	6	2	-0.9	-12
CCOC(=O)c1ccc(NCc2ccc3c(c2)OCO3)cc1	-2	-19	9	-5	-5	-1	-2	-8	-0.1	-6
O=C(CSc1nc(O)cc(=O)n1-c1ccccc1)Nc1nc2ccccc2s1	-1	-133	-7	44*	-1	7	2	-6	0.7	-11
Cc1ccc(NC2=C(Cl)C(=O)OC2OC(=O)c2ccccc2C)cc1 (stereo unspecified)	-2	-54	-7	1	-5	3	-2	2	0.2	-6
O=c1cnnc(Nc2ccccc2F)[nH]1	2	-5	6	-1	2	-1	3	0	-0.6	1
CCOc1ncccc1C(=O)OCc1ccc(Cl)cc1	-5	-3	0	0	3	-1	5	-8	-3.2	-2
Clc1ccccc1CNCc1ccncc1	-3	3	8	-2	-2	1	3	-3	0.0	3
CCCCn1c(Cn2nc(C(=O)O)c3ccccc3c2=O)nc2cc(S(N)(=O)=O)ccc21	-1	0	4	6	-2	4	-3	2	0.3	4
CCOC(=O)C1(Cc2cccc(OC)c2)CCN(Cc2cccc(O)c2)CC1	3	7	-1	-5	-3	-11	5	-3	-1.2	-6
COC(=O)c1ccc2c(c1)N(C)S(=O)(=O)c1cnc(SCC(=O)C(C)(C)C)nc1-2	6	nt	-1	-1	16	0	4	2	-1.7	2
O=C(CCc1ccc(S(=O)(=O)N2CCOCC2)cc1)Nc1ccc2c(c1)OCCO2	1	-1	-5	6	8	0	-6	2	-2.0	4
C/C(=N/OCO/N=C(\C)c1ccccc1)c1ccccc1	-2	4	5	-3	2	-1	0	3	-1.7	-9
CN(C)c1ccc(/C=C2\NC(=S)N(Cc3ccccc3)C2=O)cc1	-4	2	-7	8	40*	-16	-3	-3	-4.1	-26
CC(Sc1nccn1C)C(=O)Nc1ccccc1 (stereo unspecified)	1	-1	6	1	-7	-6	0	-3	-2.7	3
CCn1c(=O)c2ccccc2n(Cc2ccc([N+](=O)[O-])cc2)c1=O	2	-3	-8	-6	-3	-3	-2	4	0.5	4
O=C(O)c1ccc(N2CCN(C(c3ccccc3)c3ccccc3)CC2)c([N+](=O)[O-])c1	2	-4	-4	26	-1	4	-3	0	-1.4	32*
COc1ccc(C(=O)Nc2ccc3c(c2)OCCO3)cc1[N+](=O)[O-]	1	-4	-6	4	2	1	0	0	-4.8	-2
COc1ccc(C(=O)COC(=O)CCNS(=O)(=O)c2ccc(NC(C)=O)cc2)c(OC)c1	-5	1	2	0	-5	-2	4	-3	-0.1	5
O=C(CNC(=O)c1sc2ccccc2c1Cl)NCc1cccnc1	-6	3	1	-3	0	-2	-1	1	-0.2	1
O=C(NC1=NCCS1)c1cccc(F)c1	-1	nt	-9	-1	1	0	-1	-6	0.7	-4
O=C(Nc1ccc([N+](=O)[O-])cc1NC(=O)c1ccccc1)c1ccccc1	4	-10	6	2	-1	-1	-2	1	-0.6	1
COc1ccccc1-c1c(C)oc2cc(OC(=O)c3ccco3)ccc2c1=O	0	6	-2	6	4	2	2	-2	0.6	-5
COc1ccccc1CNC(=O)C(=O)NCC1CCCN1S(=O)(=O)c1cccs1 (stereo unspecified)	-1	1	1	0	-5	-1	-1	-2	2.9	-1
COc1cccc(OCc2cc(C(=O)N3CCCC3c3ccccn3)no2)c1 (stereo unspecified)	0	0	-2	-2	-2	-3	6	-5	1.5	-14
CCC(Sc1nnc(C)s1)C(=O)Nc1nccs1 (stereo unspecified)	1	15	-2	-4	-4	0	0	-4	-0.1	-3
NC(=O)c1ccccc1-c1noc(-c2ccccc2F)n1	2	nt	nt	nt	2	-1	2	-3	nt	3
COc1cc2c(cc1NC(=O)c1cccc(F)c1)CCCC2	-1	-15	6	-2	-1	1	-1	-4	-0.3	4
O=C(c1ccccc1)N1CCC2CCN(CCc3ccccc3)CC21 (stereo unspecified)	0	nt	-4	2	-3	-5	8	-4	2.5	-14
CC(C)N(C(=O)[C@H]1C[C@H](CC(=O)NCCN2CCOCC2)C(=O)N2CCc3c([nH]c4ccc(Cl)cc34)[C@]12C)C(C)C	1	3	1	1	-4	-3	8	1	-0.4	-2
COc1cccc(NC(=O)c2ccc(-n3cccn3)nc2)c1	1	-10	6	-4	-4	-6	-1	-3	0.6	-3
CCOC(=O)C1=C(C)NC(C)=C(C(=O)OCC)C1C(=O)OCC(=O)N1CCC(C)CC1	3&5	3&6	1&1	-3&-4	-5&10	4&-2	1&4	-3&-1	0.1&-2.2	4&3
CCOC(=O)c1[nH]c2ccc(OC)cc2c1C	-4	-4	2	-1	-4	2	1	-2	-2.8	-4
COc1ccc(NC(=O)CN(C)C(=O)CSCc2c(C)noc2C)cc1	-1	-9	4	-4	-4	1	2	0	0.7	0

Part of the list above, set out differently.
Values run as follows: UHRF1 MBD2 ctr | HTRA1 inh | TCR-CD3 inh | rCAG binder | NR1D1 modulator | PRMT1 FP inh | LEDGF integ inh | MBD2 inh | PG9 binder | mABHD4 FP
CC(C)C(NC(=O)c1c(F)cccc1F)C(=O)NCC(c1ccccc1)N(C)C (stereo unspecified)
  4 | 3 | 0 | -4 | -3 | 4 | 2 | 2 | -2.8 | -1
COc1ccc(NC(=O)CCOc2ccc(C)cc2)cc1S(=O)(=O)N1CCCCC1
  0 | -16 | 3 | 4 | -1 | 0 | 0 | 0 | 1.4 | -8
C=C1CC(C(=O)N/N=C/c2ccc(O)cc2)C1
  0 | 4 | -5 | -3 | 2 | 7 | -1 | -1 | -0.7 | 5
Cc1nn(-c2ccc(F)cc2)c(C)c1CN1CCN(CCc2ccccc2)C(CCO)C1 (stereo unspecified)
  2 | 5 | -5 | -8 | 2 | -2 | 1 | -5 | -0.9 | 1
Cc1c(C(=O)/C=C/N(C)C)nnn1-c1ccc(Cl)cc1Cl
  -3 | -25 | -5 | 7 | 7 | 0 | -3 | 0 | 0.2 | -1
Cc1cc(C)c(S(=O)(=O)n2c([N+](=O)[O-])cnc2C)c(C)c1
  -1 | 4 | 3 | 1 | -3 | -4 | 2 | 0 | -3.4 | 10
CCOC(=O)Cc1csc(NC(=S)NC(=O)CC(C)C)n1
  -2 | -2 | 5 | -6 | 2 | 0 | -1 | -2 | -0.7 | -3
COc1ccc(NC(=O)c2ccc(C(=O)Nc3ccc(OC)cc3OC)cc2)c(OC)c1
  -1 | 0 | 5 | 1 | -2 | -2 | 1 | 1 | 0.1 | 2
N#CC1=C2SCCN2C(=O)C(C#N)C12CCCCC2 (stereo unspecified)
  2 | -7 | -1 | -2 | -2 | 5 | 2 | -1 | -0.4 | -3
Cc1ccc(-c2nn(-c3ccc(F)cc3)cc2C(=O)NCC(c2cccs2)N2CCOCC2)cc1 (stereo unspecified)
  -2 | -8 | -1 | -1 | 9 | 0 | -2 | 2 | -1.1 | 8
CCc1nc2c(OCC(=O)c3ccc(F)cc3)cccn2c1N(C)C(=O)C(C)C
  -3 | nt | 1 | 2 | 3 | 3 | -5 | -2 | -0.9 | 4
Cc1cc(C)c(S(=O)(=O)NCCc2cc3ccc(C)c(C)c3[nH]c2=O)c(C)c1
  -2 | 3 | -2 | 2 | -1 | -3 | 0 | -1 | -0.3 | 1
O=C(NCCN1CCOCC1)C(=O)NCc1ccc2c(c1)OCO2
  4 | -2 | -7 | 3 | -4 | 1 | 6 | 2 | -0.9 | -12

(more compounds)
SMILES	UHRF1 MBD2 ctr	HTRA1 inh	TCR-CD3 inh	rCAG binder	NR1D1 modulator	PRMT1 FP inh	LEDGF integ inh	MBD2 inh	PG9 binder	mABHD4 FP
CCCc1nc(SCC(=O)NC2CC2)c2c(C)c(C)sc2n1	-2	7	2	-4	22*	2	-2	-1	-1.2	5
O=c1c(O)c(-c2ccc(O)c(O)c2)oc2cc(O)cc(O)c12	9	21	19*	36*	-4	15	89*	8	-3.5	34*
O=C(CN1CCSC1=O)N1CCN(S(=O)(=O)c2ccccc2)CC1	0	4	-2	-1	-4	1	-2	5	-0.2	4
CCOC(=O)[C@@H]1[C@H]2COc3cc(OC)ccc3[C@@H]2N2C(=O)N(c3ccc(Cl)cc3)C(=O)[C@]12C	1	-68	-8	-1	-5	3	4	4	-0.4	-10
OCc1nnc2c3ccccc3c(-c3ccccc3)nn12	-4	-3	9	-1	-6	-2	1	2	1.1	-3
Cc1ccc(C(=O)Nc2cc(C(F)(F)F)ccc2N2CCCCC2)cc1[N+](=O)[O-]	3	2	4	0	3	-1	5	0	-0.6	3
Cc1ccccc1N(CC(=O)NCC1CCCO1)C(=O)CNS(=O)(=O)c1ccc(F)cc1 (stereo unspecified)	4	-3	-8	-3	1	7	-7	7	-1.4	-14
CC(=O)Nc1ccc(N2CCCC(C)C2)c([N+](=O)[O-])c1 (stereo unspecified)	-5	17	5	-2	7	-3	0	-4	-3.2	3
COc1ccc(N2CCN(C(=O)c3ccc(S(=O)(=O)NCc4ccco4)cc3)CC2)cc1	1	-3	1	2	-3	-1	1	0	-0.7	1

These rows are one share of the data (hit frequency here may not be typical).
